Insulin prom inh: TRM-6 insulin promoter activity inhibition; TRM-6 cells (human fetal islet line), insulin promoter-eGFP reporter, imaging; reporter expression induced with tamoxifen; inhibition, % at 2 µM; actives 0.9% (n = 130,000);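 active = inhibition above the mean plus 3 SD, with well images judged a real hit on visual review, cut at about 60% in these data, passing the limit was not always enough; inconclusive = inhibition over the cutoff but images rejected on review; inactive = inhibition not above the cutoff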
SDO1 yeast rescue: compounds rescuing growth of sdo1-depleted yeast, bone marrow failure model | S. cerevisiae sdo1-depleted JHY4D growth rescue, OD600 30 h; hits give high values; pdr5 snq2 efflux-pump mutant strain | z-score at 10 µM | actives 0.21% (n = 140,000) | AID 817;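 active = z-score above 3 at both the 24 hr and the 30 hr optical density reads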;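 also: z-score against mean and SD of all compound wells on the same plate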
SDO1 yeast rescue Rescue 24 h: also measured in SDO1 yeast rescue; calls as there; z-score; S. cerevisiae sdo1-depleted JHY4D growth rescue, OD600; measured here: growth rescue at 24 h;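 0 is the plate mean of compound wells and units are plate SD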
* marks the source's active call; other numbers are inactive results; ? = inconclusive; . = no result given.

SMILES | Insulin prom inh | SDO1 yeast rescue | SDO1 yeast rescue Rescue 24 h
O=C(Nc1ccccc1)OC(CN1CCCCC1)C(F)(F)F (configuration not stated) | -20 | -0.7 | -0.77
O=C(NCc1ccccc1)C1CC2CCCC(C1)C2=O (configuration not stated) | 18 | 0.31 | -0.32
O=C(CCc1nc(-c2ccccc2)c(-c2ccccc2)o1)OCc1ccc(Br)cc1 | 33 | 1.3 | 1.6
O=C1CSC(c2nn(-c3ccccc3)cc2-c2cc3ccccc3oc2=O)N1Cc1ccco1 (configuration not stated) | -18 | -0.42 | -0.03
O=C(Nc1ccc(Cl)c([N+](=O)[O-])c1)ONC1=NCCCCC1 | -26 | . | .
CCN(CC)C(=O)CSc1nnc(-c2ccccc2)n1N | 35 | 0.12 | -0.67
COc1ccc(C)cc1N(C(=O)c1ccc(F)cc1)c1nc2ccccc2s1 | . | -0.4 | -0.16
CCc1ccc(CNC(=O)C2CC(=O)N(CCc3ccc(C)cc3)C2)cc1 (configuration not stated) | -107 | -0.57 | -0.14
O=S(=O)(c1ccc(F)cc1)N1CCN=C1SCc1cccnc1 | 62 | . | .
CCOC(=O)Nc1ccc(S(=O)(=O)Nn2cnnc2)cc1 | . | -0.43 | -0.9
O=C(NC(=O)N1CCN(c2ccc(F)cc2)CC1)c1ccccc1 | 0 | -0.6 | -0.62
COc1cc(S(=O)(=O)N(C)C)ccc1Br | 64 | 0.53 | 0.45
CCOc1ccc(C(c2c(C)[nH][nH]c2=O)c2c(C)[nH][nH]c2=O)cc1OC | 39 | 0.08 | 0
CCOC(=O)c1c(NC(=O)CN2CCCCC2)sc2c1CCN(C(=O)OCC)C2 | . | -1.5 | -0.47
CCOC(=O)c1cnn(-c2ccccc2)c1NC(=O)C(F)(F)C(F)(F)C(F)(F)F | 8 | 0.78 | 0.56
COc1ccc(-n2c(SCC3OCCO3)nc3c(sc(=S)n3-c3ccccc3)c2=O)cc1OC | -6 | . | .
O=C(CCCNS(=O)(=O)c1cccc2nsnc12)NC1CCCCC1 | . | -0.02 | 0.73
Cn1c(N)c(C(=O)COC(=O)CSc2ccc3ccccc3c2)c(=O)n(C)c1=O | 31 | -1.9 | -1.6
CC(O)CN(Cc1ccc(Cl)cc1)CC(C)O (configuration not stated) | 51 | 0.29 | 0.06
Cc1cc(C)c2ccc(NN)nc2c1O | 10 | -0.09 | -0.25
O=C1c2cccc3cccc(c23)C(=O)N1CC1CCN(CC(O)COCc2ccc3c(c2)OCO3)CC1 (configuration not stated) | -6 | -0.55 | -0.76
Cc1nc(-c2cccs2)ccc1C(=O)O | -71 | . | .
CC(C)[C@H](NC(=O)c1ccccc1)C(=O)N1CCc2ccccc21 | 38 | 0.24 | 0.75
O=C(Nc1nnc(-c2ccccc2SCc2ccccc2F)s1)Nc1ccccc1F | 14 | -0.03 | 0.32
O=C(CSc1ccc(Br)cc1)N1CCN(C(=O)c2ccco2)CC1 | -60 | . | .
Cc1cccc(C)c1OCCCCCNCCO | 52 | 0.23 | 0.79
CC(C)CCNC(=O)CC1Nc2c3ccccc3nc(=S)n2C1=O (configuration not stated) | -6 | 0.51 | -0.7
CCn1c(=N)n(CCO)c2ccccc21 | . | 0.77 | 0.32
CCOc1ccccc1Nc1ncccc1C(=O)O | -2 | 0.63 | 0.07
O=C(CSc1nc(-c2ccccc2Cl)ns1)Nc1ccc2c(c1)OCO2 | 0 | -0.41 | -0.6

Among those listed so far, these contain bromine:
SMILES | Insulin prom inh | SDO1 yeast rescue | SDO1 yeast rescue Rescue 24 h
O=C(CCc1nc(-c2ccccc2)c(-c2ccccc2)o1)OCc1ccc(Br)cc1 | 33 | 1.3 | 1.6
COc1cc(S(=O)(=O)N(C)C)ccc1Br | 64 | 0.53 | 0.45
O=C(CSc1ccc(Br)cc1)N1CCN(C(=O)c2ccco2)CC1 | -60 | . | .

Next entries follow:
SMILES | Insulin prom inh | SDO1 yeast rescue | SDO1 yeast rescue Rescue 24 h
O=C(NC(=S)N(CCCCO)C1CCCCC1)c1sc2ccccc2c1Cl | . | -0.62 | -0.26
Cc1cccc(C)c1NC(=S)N(Cc1ccccc1)Cc1cccs1 | 47 | . | .
CCOC(=O)n1n[n+]([O-])c2ccccc21 | . | 1.4 | 0.46
CN(c1ccccc1)S(=O)(=O)c1ccc(C(=O)OCC(=O)N2CCOCC2)cc1 | -14 | 1.3 | 1.4
Cc1cc(C)c(S(=O)(=O)c2ccccc2Cl)c(Cl)n1 | -127 | . | .
O=C(N/N=C/c1ccccc1O)C1(O)c2ccccc2-c2ccccc21 | -13 | 0.45 | 0.59
O=C(NCc1ccc2c(c1)OCO2)c1ccc(CS(=O)(=O)c2ccc(Br)cc2)o1 | . | -1.1 | -1.3
Cc1ccc(NC(=O)c2sc3ccccc3c2Cl)nc1 | -80 | 0.32 | 1.1
Cc1ccc(-c2cc(C(=O)Nc3nccs3)c3ccccc3n2)o1 | -3 | -0.91 | -0.95
COc1ccccc1N(CC(=O)NCCc1ccccc1)S(C)(=O)=O | . | 0.66 | 0.31
Cc1ccc(NC(=O)C2CCCN(S(=O)(=O)c3cnc[nH]3)C2)cc1F (configuration not stated) | . | 1.1 | 1.3
CN=C1c2cc3cc(OC)ccc3n2CCN1C | -205 | 0.8 | 0.35
Cc1c(-c2nc(N)nc(Nc3ccc(F)cc3)n2)oc2ccccc12 | ? | -0.82 | 0.22
Cc1ccc(/C=N/NC(=O)c2cccnc2)o1 | 0 | . | .
CCCCN1C(=O)Cc2c1nc(N)c1c(N)nc(N(CCC)CCC)c(C#N)c21 | . | 2 | 3
CC(C)OC(=O)c1nnc(-c2ccccc2)nc1OC(C)C | -22 | -0.82 | -1.3
CC1CN(C(=O)c2ccccc2)c2ccccc2NC1=O (configuration not stated) | 15 | -0.03 | -1.7
Cc1ccc(S(=O)(=O)NCC2NCCc3ccccc32)cc1 (configuration not stated) | 0 | . | .
Cc1ccc(CNC(=O)Nc2cccs2)cc1 | 12 | 0.2 | -0.01
CCC(C)(C)n1nnnc1C(c1ccc(O)c(OC)c1)N1CCN(c2nc3ccccc3s2)CC1 (configuration not stated) | . | 0.35 | 0.54
Cc1ccc(NC(=O)C(=O)NCc2ccc(/C=N/NC(=O)c3c(C)nc4cc(C)ccn34)o2)cc1 | . | 0.24 | -0.18
C=CCn1c(O)c(N=NC(=O)CNC(=O)c2ccco2)c2ccccc21 | 22 | 0.4 | 0.05
Cc1ccc(Sc2nnc(Cc3ccccc3)c3ccccc23)cc1 | 28 | -1.8 | -1.3
O=C(ONC1=NCCCCC1)c1cccc([N+](=O)[O-])c1 | -7 | . | .
Cc1ccc(SCc2ccc(C(=O)Nc3ccccc3Br)cc2)cc1 | . | -0.71 | -0.32
O=C(Nc1ccc2nn(-c3ccccc3)nc2c1)c1ccc(Br)o1 | 30 | -0.83 | 0.5
CCC1(C)C2(C#N)C(N)=NC(OC)(OC)C12C#N (configuration not stated) | -17 | -0.07 | 0.63
O=C(c1cc2nc(-c3ccco3)cc(C(F)(F)F)n2n1)N1CCN(Cc2ccccc2)CC1 | 25 | -1.4 | -1.3
COc1ccccc1N1C(=N)S/C(=C\c2ccc(-c3ccccc3C(=O)O)o2)C1=O | 21 | -0.28 | -0.73
Cc1ccc(NC(=S)c2ccccc2)cc1 | 30 | 0.29 | -0.09

At a glance, 23 of the compounds above.
SMILES | Insulin prom inh | SDO1 yeast rescue | SDO1 yeast rescue Rescue 24 h
Cc1cc(C)c(S(=O)(=O)c2ccccc2Cl)c(Cl)n1 | -127 | . | .
O=C(N/N=C/c1ccccc1O)C1(O)c2ccccc2-c2ccccc21 | -13 | 0.45 | 0.59
O=C(NCc1ccc2c(c1)OCO2)c1ccc(CS(=O)(=O)c2ccc(Br)cc2)o1 | . | -1.1 | -1.3
Cc1ccc(NC(=O)c2sc3ccccc3c2Cl)nc1 | -80 | 0.32 | 1.1
Cc1ccc(-c2cc(C(=O)Nc3nccs3)c3ccccc3n2)o1 | -3 | -0.91 | -0.95
COc1ccccc1N(CC(=O)NCCc1ccccc1)S(C)(=O)=O | . | 0.66 | 0.31
Cc1ccc(NC(=O)C2CCCN(S(=O)(=O)c3cnc[nH]3)C2)cc1F (configuration not stated) | . | 1.1 | 1.3
CN=C1c2cc3cc(OC)ccc3n2CCN1C | -205 | 0.8 | 0.35
Cc1c(-c2nc(N)nc(Nc3ccc(F)cc3)n2)oc2ccccc12 | ? | -0.82 | 0.22
Cc1ccc(/C=N/NC(=O)c2cccnc2)o1 | 0 | . | .
CCCCN1C(=O)Cc2c1nc(N)c1c(N)nc(N(CCC)CCC)c(C#N)c21 | . | 2 | 3
CC(C)OC(=O)c1nnc(-c2ccccc2)nc1OC(C)C | -22 | -0.82 | -1.3
CC1CN(C(=O)c2ccccc2)c2ccccc2NC1=O (configuration not stated) | 15 | -0.03 | -1.7
Cc1ccc(S(=O)(=O)NCC2NCCc3ccccc32)cc1 (configuration not stated) | 0 | . | .
Cc1ccc(CNC(=O)Nc2cccs2)cc1 | 12 | 0.2 | -0.01
CCC(C)(C)n1nnnc1C(c1ccc(O)c(OC)c1)N1CCN(c2nc3ccccc3s2)CC1 (configuration not stated) | . | 0.35 | 0.54
Cc1ccc(NC(=O)C(=O)NCc2ccc(/C=N/NC(=O)c3c(C)nc4cc(C)ccn34)o2)cc1 | . | 0.24 | -0.18
C=CCn1c(O)c(N=NC(=O)CNC(=O)c2ccco2)c2ccccc21 | 22 | 0.4 | 0.05
Cc1ccc(Sc2nnc(Cc3ccccc3)c3ccccc23)cc1 | 28 | -1.8 | -1.3
O=C(ONC1=NCCCCC1)c1cccc([N+](=O)[O-])c1 | -7 | . | .
Cc1ccc(SCc2ccc(C(=O)Nc3ccccc3Br)cc2)cc1 | . | -0.71 | -0.32
O=C(Nc1ccc2nn(-c3ccccc3)nc2c1)c1ccc(Br)o1 | 30 | -0.83 | 0.5
CCC1(C)C2(C#N)C(N)=NC(OC)(OC)C12C#N (configuration not stated) | -17 | -0.07 | 0.63

Screens (PubChem)

Not all compounds are listed (hit frequency here may not be typical).
